# SRC2 TRFRET art – flags TR-FRET format artefacts in PPARgamma SRC-2 recruitment agonist screen. 0.4% of 200,000 active. TR-FRET artefact counter-screen; stronger effect = higher value. AID 1049. TR-FRET ratio at 8 µM; in the data active = TR-FRET ratio above about 2000; also: inactives centre near 1500; reference of the scale not given here
# TLR4 MyD88 comp – inhibitors of human TLR4-MyD88 binding; HeLa CL3-4 TLR4/MyD88 BLA complementation, FRET ratio; 0.18% of 200,000 active; inhibition, % at 8.4 µM; AID 861; in the data active = inhibition above about 25%;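 also: 0% = vehicle and 100% = reference inhibitor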
# PPARg SRC2 recr – promotes SRC-2 coactivator recruitment by human PPARgamma. P37231. PPARgamma LBD-SRC-2 recruitment, biochemical. activation, % at 8 µM. 0.34% of 200,000 active; in the data active = activation above about 22%;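 also: 0% = vehicle and 100% = reference agonist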
# Target sequence (P37231 whole entry, looked up, the tested form may be a part): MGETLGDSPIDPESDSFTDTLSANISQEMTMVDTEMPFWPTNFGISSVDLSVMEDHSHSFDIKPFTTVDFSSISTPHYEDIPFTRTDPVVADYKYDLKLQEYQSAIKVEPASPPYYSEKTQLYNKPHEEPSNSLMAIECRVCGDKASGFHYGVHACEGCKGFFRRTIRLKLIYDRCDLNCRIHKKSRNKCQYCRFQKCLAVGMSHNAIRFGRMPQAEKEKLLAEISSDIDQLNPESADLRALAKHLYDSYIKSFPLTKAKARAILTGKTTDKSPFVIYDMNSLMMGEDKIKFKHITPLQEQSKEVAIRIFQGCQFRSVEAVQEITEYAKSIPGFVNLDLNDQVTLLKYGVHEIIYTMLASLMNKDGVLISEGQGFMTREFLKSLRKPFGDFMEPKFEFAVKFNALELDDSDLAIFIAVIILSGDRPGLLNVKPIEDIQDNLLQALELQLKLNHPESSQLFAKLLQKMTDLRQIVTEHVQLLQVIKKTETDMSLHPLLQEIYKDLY
# PPARg SRC1 recr – agonists of human PPARgamma SRC-1 coactivator recruitment; P37231; PPARgamma-SRC-1 coactivator recruitment biochemical assay; activation, % at 8 µM; 0.41% of 200,000 active; in the data active = activation above about 19%;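 also: 0% = DMSO and 100% = reference agonist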
# Redox H2O2 prof – compounds producing H2O2 with reducing agent – biochemical, NIH compound library profiling, artefact control for MLSCN library redox annotation, primary screen; activation, % at 10 µM; DTT-dependent redox cycling H2O2, phenol red/HRP absorbance; 100% = 100 µM peroxide control, 0% = buffer; 0.03% of 200,000 active;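 active = activation of at least 50% relative to the plate's high and low controls in the primary single-dose screen; inactive = activation below 50%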;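 also: compound incubated with DTT at 0.8 mM final as the reducing agent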
# S1P3 antagonist – blocks the human S1P3 receptor; AID 485; 0.27% of 170,000 active; inhibition, % at 4.98 µM; CHO S1P3 NFAT-BLA reporter, FRET fluorescence, antagonist mode;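 active = inhibition above the plate cutoff, the mean inhibition of test wells on that plate plus 3 SD, cut at about 28% in these data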;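 also: cells challenged with S1P at its EC80 of 0.8 µM; blue over green emission ratio from cleaved BLA substrate after 4 h stimulation; 0% = S1P-stimulated wells and 100% = unstimulated DMSO-only wells; some compounds past the cut are filed as inactive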
# ROMK mod – modulates human ROMK potassium channel activity | B-score at 10 µM | P48048 | Tet-inducible ROMK, thallium flux fluorescence; actives lie on both sides | 2% of 130,000 active;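 active = signal ratio slope over the read window, or its plate-corrected B-score, at least 3 SD from the plate mean, either direction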;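 also: B-score of the F/F0 ratio slope over 7 to 12 s after thallium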
# Target sequence (P48048 whole entry, looked up): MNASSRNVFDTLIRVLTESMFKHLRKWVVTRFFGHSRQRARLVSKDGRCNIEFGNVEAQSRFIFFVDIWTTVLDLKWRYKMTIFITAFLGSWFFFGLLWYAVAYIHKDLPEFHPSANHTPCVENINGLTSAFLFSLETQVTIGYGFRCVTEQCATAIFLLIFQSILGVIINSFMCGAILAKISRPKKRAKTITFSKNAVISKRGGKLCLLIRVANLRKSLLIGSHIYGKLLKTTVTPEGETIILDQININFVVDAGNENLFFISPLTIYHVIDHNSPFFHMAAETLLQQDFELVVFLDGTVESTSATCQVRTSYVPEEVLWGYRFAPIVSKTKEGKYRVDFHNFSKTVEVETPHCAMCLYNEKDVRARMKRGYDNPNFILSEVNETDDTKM
# PPARg SRC3 recr – agonists of human PPARgamma SRC-3 coactivator recruitment | 0.26% of 200,000 active | activation, % at 8 µM | AID 731 | P37231 | biochemical PPARgamma/SRC-3 coactivator recruitment assay; in the data active = activation above about 23%;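 also: 0% = DMSO and 100% = reference agonist; some compounds past the cut are filed as inactive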
# L major viab – Leishmania major promastigote growth inhibition. Leishmania major promastigotes, resazurin fluorescence viability. inhibition, % at 10 µM. 9% of 200,000 active; in the data active = inhibition above about 50%;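 also: promastigotes grown with compound for 44 hours at 28 °C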
# bIAP activator – increases bovine intestinal alkaline phosphatase activity; purified bovine IAP, CDP-star luminescence, 30 min; stronger effect = higher value; fold of DMSO-control signal, blank-subtracted; activation factor at 20 µM; 0.17% of 200,000 active;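 active = activation factor of 2 or more at 20 µM, a signal rise over negative controls twice the positive control's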
# bIAP inh – intestinal alkaline phosphatase (bovine) inhibition | 190,000 tested, under 10 active | AID 1019 | inhibition, % at 20 µM | purified bovine IAP, CDP-star luminescence, 30 min;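 active = over 50% inhibition of intestinal alkaline phosphatase at 20 µM in the single-dose screen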
#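 Assay system – bovine IAP enzyme · Quantity – bovine IAP at 1/65,000,000 final dilution · Detection – CDP-star luminescence signal · Times – 30 min reaction at room temperature · Also added – CDP-star substrate at 30 µM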
# Starred values were filed as active, the others as inactive; x = not tested or not shown.
# Start of the data: the first two records, to show the layout:
Compound	SRC2 TRFRET art	TLR4 MyD88 comp	PPARg SRC2 recr	PPARg SRC1 recr	Redox H2O2 prof	S1P3 antagonist	ROMK mod	PPARg SRC3 recr	L major viab	bIAP activator	bIAP inh
Cn1c(CCC(=O)OCC(=O)NCC(F)(F)F)nc(=O)c2ccccc21	1531	4.1	-0.4	8.7	-1.8	1.3	-0.765	2.2	-5.3	1.1	-6.0
Cc1cccc(-n2cc(C(=O)O)c(=O)cc2C)c1	1476	8.4	6.6	4.7	-0.6	4.7	x	4.0	21.4	1	-1.2

# All compounds of this part, repeating the preview:
Compound	SRC2 TRFRET art	TLR4 MyD88 comp	PPARg SRC2 recr	PPARg SRC1 recr	Redox H2O2 prof	S1P3 antagonist	ROMK mod	PPARg SRC3 recr	L major viab	bIAP activator	bIAP inh
Cn1c(CCC(=O)OCC(=O)NCC(F)(F)F)nc(=O)c2ccccc21	1531	4.1	-0.4	8.7	-1.8	1.3	-0.765	2.2	-5.3	1.1	-6.0
Cc1cccc(-n2cc(C(=O)O)c(=O)cc2C)c1	1476	8.4	6.6	4.7	-0.6	4.7	x	4.0	21.4	1	-1.2
O=C(CCC(=O)OCC(=O)c1ccc([N+](=O)[O-])cc1)NC1CCCCC1	1499	-0.3	0.6	-7.0	x	-1.8	x	-5.9	76.5*	0.9	13.3
N#C/C(=C/c1ccc(F)cc1)c1nc(CCN2C(=O)c3ccccc3C2=O)cs1	1511	-10.8	4.6	8.7	0.9	x	x	7.8	-5.0	0.9	10.0
COc1cccc(NC(=O)Nc2ccc(C(C)(C)C)cc2)c1	1531	2.9	6.2	-2.5	-1.1	0.3	x	1.8	1.3	1.1	-7.9
Cc1ccc(-c2nnc(C)c(N3CC(C)OC(C)C3)n2)cc1 (stereo not drawn)	1428	-10.8	-1.1	0.1	2.4	x	x	-4.5	-4.1	1	-2.8
CCC(C)n1c(SCC(=O)Nc2cc(C)on2)nc2ccccc2c1=O (stereo not drawn)	1498	-2.5	1.3	4.0	-3.6	x	x	-4.5	11.0	0.9	7.7
CC1CC(C)(C)NC(=S)N1CCCC(=O)Nc1ccc(Cl)cc1 (stereo not drawn)	1444	-5.8	-0.2	-5.3	-1.1	1.2	0.352	0.7	-1.5	0.8	17.2
Clc1ccc(-c2csc(N3CCN(c4ccccc4)CC3)n2)cc1	1346	-4.4	4.1	-3.9	2.9	x	0.0324	-1.6	-4.5	0.7	30.4
CCOC(=O)C1CCN(C(=S)Nc2cc(OC)c(OC)cc2C(=O)OC)CC1	1580	-3.7	2.0	-1.3	5.9	x	0.399	-9.9	61.2*	1	1.3
Cc1cc(-n2nc(C)cc2C)n2nc(C)c(-c3ccccc3)c2n1	1578	-14.4	-0.7	3.3	-1.3	x	x	-4.6	1.1	0.9	6.4
COc1cccc(CN2CCNC(=O)C2CC(=O)NCc2cc(C(C)C)no2)c1 (stereo not drawn)	1499	-17.0	-11.8	-4.8	-1.6	-37.3	0.0528	0.1	3.7	1	-2.5
COc1ccc(NC(=O)C(c2cc3c(cc2[N+](=O)[O-])OCO3)N(C)Cc2ccccc2)cc1 (stereo not drawn)	1635	3.6	4.2	2.7	1.9	0.1	-1.2	0.7	7.5	0.9	5.2
CSc1ccc(/C=C/c2ccc3cccc(O)c3n2)cc1	1647	-10.7	4.3	14.6	-0.4	-3.9	-0.709	-1.2	89.4*	1.2	-16.2
Nc1n[nH]c2c1C1(CCCC1)Cc1ccccc1-2	1634	0.1	11.7	7.6	-3.8	x	x	9.3	9.9	1	3.0
COc1ccc(OCCC(=O)NC2=NCCS2)cc1	1375	-3.0	1.2	-10.1	0.1	-22.0	x	-5.4	-1.2	1	-1.2
COc1ccc(-n2c(Cn3c(=O)sc4ccccc43)nnc2SCC(=O)N2CCOCC2)cc1	1532	19.9	6.4	1.8	-1.1	-27.9	x	-11.7	1.7	1	4.7
CN1CCN(c2nc(N3CCN(CCO)CC3)nc3ccccc23)CC1	1524	4.0	2.1	8.5	0.5	6.3	0.565	3.2	100.2*	1	-2.4
CCCc1noc2c1/C(=N\O)CCC2	1387	3.5	-0.6	-6.6	0.2	x	x	1.2	-4.8	0.9	5.3
CC1CCN(c2c([N+](=O)[O-])c(=O)n(-c3ccccc3)c3ccccc23)CC1	1638	0.7	1.0	6.5	-2.2	x	0.251	-10.8	1.6	0.9	7.6
Cc1ccc(S(=O)(=O)N2CCC(C(=O)NNC(=O)C3CC3)CC2)cc1Cl	1598	1.3	6.8	4.0	-0.8	-7.2	-0.671	3.2	-5.4	1.1	-5.1
Oc1ccc(/C=N/Nc2ccc(C(F)(F)F)cn2)cc1	1784	-8.4	11.3	7.4	-2.0	12.6	0.554	9.0	27.7	0.9	5.3
C=CCc1cccc(/C=N/NC(=O)C(=O)Nc2ccc(C)cc2)c1O	1519	10.9	6.2	-2.1	-1.9	-8.9	-0.192	5.6	-13.2	1.4	-42.6
COc1cccc(N(C(=O)CCl)C(C(=O)NCCc2ccccc2)c2cccs2)c1 (stereo not drawn)	1614	2.6	1.8	6.1	-0.3	-9.6	-2.78	3.4	100.2*	0.7	29.1
COC(=O)c1ccc(N=c2sc(C(=O)OC)cc(=O)n2C)cc1	1433	-9.8	1.5	3.7	-0.1	1.4	x	2.2	7.2	0.9	8.4
O=S(=O)(NCCOc1cccc2cccnc12)c1ccc(F)cc1	1631	-6.5	0.5	-2.8	0.8	2.2	x	14.8	-1.6	0.6	38.7
Cn1nccc1C(=O)Oc1cccc(/C=N/NC(=O)c2ccccc2O)c1	1477	9.8	5.8	5.6	5.3	-22.2	0.188	5.7	-6.6	1	-0.7
CCn1c(=O)c(C(=O)Nn2c(C)nc3ccccc3c2=O)c(O)c2ccccc21	1578	-10.4	7.0	0.5	0.6	20.3	-0.578	-6.9	-8.5	1	-3.1
O=C(NCCN1C(=O)S/C(=C\c2ccccc2)C1=O)C1CCN(S(=O)(=O)c2cccs2)CC1	1491	-5.7	9.7	1.4	-0.5	-12.9	0.294	0.7	-7.3	0.9	13.0
COc1ccc(NC(=O)c2cc(-c3cccc(OC)c3)on2)cc1	1669	4.3	3.2	0.0	0.0	13.0	-4.42*	0.2	-0.5	1	1.4
COc1cc(C2CC(=O)c3cnc(N4CCN(Cc5ccccc5)CC4)nc3C2)cc(OC)c1OC (stereo not drawn)	1522	-10.3	1.3	-4.0	2.4	-5.4	2.77	-10.2	45.5	1	1.9
Cc1ccc2[nH]c(=O)c(CN(CC3CCCO3)S(=O)(=O)c3c(C)ccc4nsnc34)cc2c1 (stereo not drawn)	1530	-1.5	19.9	4.2	-0.4	11.6	x	1.6	95.0*	1	-1.9
CC(=O)c1ccc(OCC(O)COc2ccc(C(C)=O)cc2)cc1	1616	15.8	6.3	1.3	0.0	7.1	x	11.4	2.4	0.9	5.4
COc1ccc(-c2cn3c(C)c(C(=O)Nc4ccncc4)sc3n2)cc1	1516	-0.4	1.1	1.0	-0.9	39.4	x	-14.7	100.0*	1	-1.5
CCCc1c(C)nc2c(Br)cccc2c1Cl	1458	-2.3	9.2	-0.7	0.6	-2.6	x	2.9	-5.2	0.9	12.9
Cc1ccc(NC(=O)NCC2CCN(Cc3cccc(Cl)c3)CC2)c(Cl)c1	1396	4.1	2.2	0.4	-1.7	-4.2	-1.31	-1.7	84.4*	1.2	-19.5
COC(=O)c1ccccc1N/C=C/C(=O)c1ccc(Br)cc1	1551	-2.8	-5.7	1.5	-0.1	1.2	-0.158	2.7	73.4*	1	1.0
COc1ccc(CC(=O)Nc2c3c(nn2C(C)(C)C)CS(=O)C3)cc1 (stereo not drawn)	1510	-3.5	0.7	-6.1	-0.9	-12.9	x	6.0	-3.0	1.1	-12.0
O=C(NCc1ccc2c(c1)OCO2)c1ccc(NS(=O)(=O)c2ccc3c(c2)OCCO3)cc1	1510	4.7	4.9	1.5	2.5	15.2	x	3.0	-8.4	0.9	8.0
CCC(C)C(NC(=O)C1CCC(C)CC1)C(=O)Nc1ccc(OC)cc1OC (stereo not drawn)	1377	-10.5	-5.9	-1.1	-0.3	-14.6	-0.508	-1.6	14.8	1	0.3
C/C(CCc1ccc2c(c1)OCO2)=N\NC(=S)NC(C)C	1431	-8.1	4.2	-3.4	-0.5	-15.7	-0.461	3.6	18.1	0.8	15.7
CC(C)(Oc1ccc(Cl)cc1)C(=O)OCC(=O)Nc1ncc(Cl)cc1Cl	1588	14.2	5.9	-2.4	0.0	x	x	4.3	-4.2	1	1.6
O=C(/C=C/c1ccc(Cl)cc1)NCc1ccncc1	1334	-15.3	4.0	-0.8	-0.2	-23.5	-0.0626	-3.5	-3.2	1	3.0
Cc1cccc(C)c1OCC(=O)Nc1ccccc1C(F)(F)F	1609	-15.5	1.6	11.5	0.0	0.6	-1.32	4.2	-3.6	0.9	7.5
CCOC(=O)c1[nH]c2ccc(OC)cc2c1NC(=O)CCN1CCSCC1	1530	3.0	4.2	4.4	0.2	-2.5	0.12	0.5	-3.8	0.3	x
CC(C)(C)n1nnnc1C(c1cccnc1)N(Cc1ccccc1)Cc1ccco1 (stereo not drawn)	1511	1.0	7.0	-1.9	-5.4	x	x	3.5	84.8*	1	-0.4
Cc1ccc(NC(=O)CCn2cnc3ccccc3c2=O)cc1	1733	1.8	-6.1	-2.5	-0.1	8.5	-0.0306	0.2	-2.3	0.9	8.9
O=C(O)CCC(=O)Nc1cccc2cccnc12	1340	0.0	4.0	0.0	0.0	-8.7	0.78	5.5	-7.9	0.9	13.4
O=C(CCSCc1ccccc1F)N1CCN(c2ccccn2)CC1	1668	8.1	2.0	5.4	-0.5	9.8	-0.266	1.4	-7.4	1.1	-6.0
CC(C)NC(=O)NC(=O)COC(=O)c1ccc(NC(=O)CC#N)cc1	1403	-5.1	-11.1	-8.0	-1.5	x	0.975	-6.4	2.7	1.1	-6.0
Cc1ccc(S(=O)(=O)N2CCC(C(=O)NCc3cccnc3)CC2)cc1	1629	-3.6	-5.1	0.8	4.0	x	x	-2.8	-4.8	1	-1.3
CCC(C)NC(=O)C1CCN(C(=O)c2ccccc2)CC1 (stereo not drawn)	1403	-4.2	1.6	6.3	-1.7	19.4	-0.411	3.0	-4.3	0.9	9.0
O=C(Nc1ccn(Cc2c(F)c(F)c(F)c(F)c2F)n1)c1ccc(COc2ccccc2Cl)cc1	1518	-4.7	6.8	2.9	2.1	x	-0.34	0.1	-12.1	0.5	45.5
O=C(Nc1ccc(N2CCN(c3ccccc3)CC2)c(F)c1)C1CC1	1443	2.8	3.0	-5.0	0.1	-16.8	-0.549	4.4	-7.0	1	-0.7
OCCC1CN(Cc2cccn2-c2ccccn2)CCN1Cc1ccccc1 (stereo not drawn)	1434	-2.4	-6.2	-0.7	-0.9	-6.6	x	3.9	-1.5	0.9	6.4

# Screening results as filed in PubChem BioAssay.

# This is a random part of the collection. About 11% of those tested had a hit in this group.
